AMA1 RON2 block: disrupts binding of P. falciparum AMA1 to RON2 | AlphaScreen AMA1-biotinylated RON2 peptide binding | Potency, µM (titrated, usually from 58.2 µM), inactives show at the highest dose activity change, negative = inhibition, usual class: inhibitors | 360,000 tested, 0.2% active | AID 720542;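 further: potency means the concentration at half of the fitted maximal effect; 0% = vehicle wells and -100% = peptide control; nearly all actives have a fitted effect of over 45% in size; some results filed as inactive show a strong effect at the top dose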
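AMA1 (3D7) with his tag at 25 nM final met compounds first, then biotinylated RON2 peptide at 25 nM; detection used donor plus acceptor beads, 10 µg/mL apiece, read by AlphaScreen after 30 min at room temperature.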
HCV inh: inhibitors of hepatitis C virus infection; Huh7.5.1 HCVcc-Cre infection, luciferase reporter, 44 h; 340,000 tested, 3.4% active; Potency, µM (top dose mostly 41.8 µM), without a hit: top-dose activity change, negative = inhibition, usual class: inhibitors; further: potency means the concentration at half of the fitted maximal effect
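A cell-based infection assay in which seeded cells (1,000 per well) receive test compound after 4 h, are inoculated with HCVcc-Cre at approximately 0.5 moi, and are incubated 44 h before luminescence detection.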
AmpC detergent: blocks E. coli AmpC beta-lactamase in detergent assay. P00811. AmpC hydrolysis of nitrocefin, absorbance 480 nm, 0.01% Triton. Potency, µM (top dose mostly 114 µM), for inactives: at the highest dose activity change, negative = inhibition, most hits filed as inhibitors. 370,000 tested, 0.041% active. AID 485294;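 further: potency means the concentration at half of the fitted maximal effect; 0% = no-compound wells and -100% = no-enzyme wells; nearly all actives have a fitted effect of over 25% in size; some results filed as inactive show a strong effect at the top dose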
Target sequence (P00811 whole entry, looked up): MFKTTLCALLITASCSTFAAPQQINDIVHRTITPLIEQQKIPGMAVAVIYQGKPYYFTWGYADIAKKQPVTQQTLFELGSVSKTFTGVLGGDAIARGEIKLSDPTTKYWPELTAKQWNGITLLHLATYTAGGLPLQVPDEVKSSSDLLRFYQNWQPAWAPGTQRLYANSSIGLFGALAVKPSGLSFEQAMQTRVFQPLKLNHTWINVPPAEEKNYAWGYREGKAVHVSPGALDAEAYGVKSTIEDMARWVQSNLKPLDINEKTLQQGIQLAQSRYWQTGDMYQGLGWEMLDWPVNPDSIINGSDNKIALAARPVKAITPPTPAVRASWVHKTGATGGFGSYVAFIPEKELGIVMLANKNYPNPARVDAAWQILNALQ
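AmpC (5.3 nM in the dispensed reagent) in 20 mM phosphate pH 7.0 with 0.01% (detergent screen) or 0.0001% Triton X-100 was preincubated with compounds for 15 min at room temperature. Nitrocefin was then added from an 800 uM solution, and hydrolysis was followed at 480 nm.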
AmpC inh no detg: blocks E. coli AmpC beta-lactamase in detergent-free assay. P00811. AmpC nitrocefin hydrolysis, absorbance 480 nm, 0.0001% Triton. Potency, µM (highest dose often 57.1 µM), for inactives: top-dose activity change, negative = inhibition, most hits filed as inhibitors. 330,000 tested, 0.52% active;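 further: potency means the concentration at half of the fitted maximal effect; plate controls were no compound for no effect and no enzyme for full effect; nearly all actives have a fitted effect of over 20% in size; some results filed as inactive show a strong effect at the top dose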
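AmpC (5.3 nM in the dispensed reagent) in 20 mM phosphate pH 7.0 with 0.01% (detergent screen) or 0.0001% Triton X-100 was preincubated with compounds for 15 min at room temperature. Nitrocefin was then added from an 800 uM solution, and hydrolysis was followed at 480 nm.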
LmPK inh: inhibitors of Leishmania mexicana pyruvate kinase | 290,000 tested, 0.37% active | purified LmPK, Kinase-Glo ATP luminescence, 1 h | AID 1721 | Potency, µM (series often up to 57.5 µM), inactives show at the highest dose activity change, negative = inhibition, actives largely listed as inhibitors; further: potency means the concentration at half of the fitted maximal effect
Target sequence (Q27686 whole entry, looked up): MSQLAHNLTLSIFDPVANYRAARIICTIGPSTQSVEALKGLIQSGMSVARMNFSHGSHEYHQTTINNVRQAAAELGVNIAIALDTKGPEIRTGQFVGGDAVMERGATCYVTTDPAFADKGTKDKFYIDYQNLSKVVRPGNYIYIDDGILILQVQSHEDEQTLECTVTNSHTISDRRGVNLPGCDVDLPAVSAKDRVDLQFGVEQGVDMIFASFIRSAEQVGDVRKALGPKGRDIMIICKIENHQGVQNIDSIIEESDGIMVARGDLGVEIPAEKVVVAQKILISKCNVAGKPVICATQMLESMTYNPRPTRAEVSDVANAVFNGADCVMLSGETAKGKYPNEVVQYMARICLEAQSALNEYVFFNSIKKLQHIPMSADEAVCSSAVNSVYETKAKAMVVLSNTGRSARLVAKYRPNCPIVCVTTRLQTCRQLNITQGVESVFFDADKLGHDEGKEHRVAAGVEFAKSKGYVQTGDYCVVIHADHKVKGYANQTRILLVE
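Purified LmPK (0.1 nM) with 0.5 mM PEP and 0.1 mM ADP in imidazole buffer pH 7.2 with MgCl2/KCl, 1 h at room temperature. ATP formed was read by luciferase luminescence and normalized to no-enzyme and uninhibited controls.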
HCMV antiviral: blocks human cytomegalovirus replication | HFF cells, HCMV-luciferase reporter, 72 h; stronger effect = lower value | activity change, negative = inhibition, % at 57.5 µM | 410,000 tested, 4.5% active | AID 1259415; in the data active means activity change below about -60%; inconclusive means no clear call, values can overlap the other calls; inactive means above about -39%
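Luciferase read-out from HCMV-luciferase-infected HFFs (MOI 1 PFU/cell) 72 h post infection at 37C; compounds added after 16 h cell attachment; activity normalized between buffer-only basal and Salinomycin (10uM) inhibitor controls.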
TbPYK inhibitor: blocks Trypanosoma brucei pyruvate kinase. Q57TT1. TbPYK enzyme, Kinase-Glo Plus ATP luminescence, 45 min. Potency, µM (titrated, usually from 76.8 µM), inactives show at the highest dose activity, negative = inhibition, actives largely listed as inhibitors. 410,000 tested, 0.12% active. AID 624173; further: potency means the concentration at half of the fitted maximal effect; nearly all actives have a fitted effect of over 50% in size
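Enzyme and substrate buffer are dispensed first and compound is pin-transferred. ADP at 130 uM final then starts the reaction, which runs 45 min at room temperature. Detection reagent is added for 10 min before luminescence is imaged.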
Numbers without * were called inactive; ? = inconclusive; / = not tested or not shown; & = joins results of further samples; [ ] = remark or other dose. Unless noted, the call rests on the fitted dose curve; in most records, active means well fitted curve in the direction sought with a large enough effect; inconclusive means small, poorly fitted or top-dose-only effect, or another doubt; inactive means no such curve, though single readings can be large; an effect the other way counts as inactive or inconclusive. Unless noted, on the % scale 0 is the no-effect control and ±100 the full control effect.

SMILES | AMA1 RON2 block | HCV inh | AmpC detergent | AmpC inh no detg | LmPK inh | HCMV antiviral | TbPYK inhibitor
CCC(C)(CC(=O)O)CC(=O)Nc1cc(C(F)(F)F)cc(C(F)(F)F)c1 (stereo not drawn) | 10% | -3% | -12% | -18% | 0% | 19 | 5%
COc1ccc(Nc2cc(C)nc3c(C)c(C)ccc23)cc1 | / | / | 1% | / | / | ? | -1%
CCn1c2ccccc2c2cc(/C=N/n3cn[nH]c3=S)ccc21 | 16% | 11µM* | -13% | -37% | -30% | -31 | ?
COc1cccc(C(=O)COC(=O)COc2c(C)cc(C)cc2C)c1 | 12% | -2% | 3% | -17% | / | 12 | -10%
Nc1nc(SCC(=O)c2cc3ccccc3o2)n[nH]1 | 38%[activator] | 1% | 4% | -37% | 2% | 67 | -12%
COc1ccc(N(C(=O)COc2cccc(C)c2)S(=O)(=O)c2ccc(C)cc2)cc1 | -7% | 3% | 0% | -12% | 1% | -8 | 1%
CCOC(=O)N1CCC(NC(=O)Cn2cccc2C(=O)c2ccccc2C)CC1 | 3% | -12% | 1% | 69%[activator] | 4% | 3 | 9%
CCc1ccc(S(=O)(=O)N(C(=O)c2ccncc2)c2ccc(OC(=O)c3ccncc3)cc2)cc1 | -6% | -6% | -7% | 159%[activator] | -6% | ? | -8%
Cc1ccc(S(N)(=O)=O)cc1NC(=O)/C=C/c1ccc2c(c1)OCO2 | 28% | 4% | -1% | -26% | 11% | 18 | -24%
CC(c1ccccc1)N1CCn2c(nc3cc(NC(=O)NC4CCCCC4)ccc32)C1 (stereo not drawn) | 18% | ? | ? | -18% | 5% | -22 | -4%
Cc1ccc(NC(=O)CCNC(=O)c2ccc(Br)cc2)nc1 | 0% | 9% | 4% | -17% | -10% | -19 | -10%
CCOC(=O)C1=C(COC(=O)/C=C/c2ccc(Cl)cc2)NC(=O)NC1C (stereo not drawn) | -10% | -12% | 3% | -25% | -3% | 7 | -15%
CC1(CCl)CN1S(=O)(=O)c1ccccc1 (stereo not drawn) | -5% | -6% | 4% | -2% | 2% | 0 | 1%
Cc1cc(SCc2ccc([N+](=O)[O-])cc2)nc(=O)[nH]1 | -7% | ? | -4% | -53% | 2% | 0 | 5%
O=C(CCS(=O)(=O)c1cccc2nonc12)N1CCN(c2ccc(F)cc2)CC1 | 0% | 10%&11% | 1% | 10% | 1% | -14 | -4%
COc1ccc(C(SCC(NC(=O)OCc2ccccc2)C(=O)O)c2ccc(OC)cc2)cc1 (stereo not drawn) | 13% | / | / | / | / | -2 | -8%
N/C(=N\OC(=O)CSc1ccccc1)c1ccc([N+](=O)[O-])cc1 | -19% | 5% | 1% | -28% | 1% | 29 | -14%
COc1ccc(OC)c(CCNC(=O)c2nn(C)c3c2CSc2ccccc2-3)c1 | / | / | 21% | / | / | -9 | 2%
CC[n+]1c(C)n(C)c2cc(S(=O)(=O)N(C)C)ccc21 | 1% | 8% | -4% | -15% | 1% | -4 | 1%
O=C(O)/C(=C\c1c(C(=O)O)[nH]c2cc(Cl)cc(Cl)c12)c1ccccc1 | 0% | -16% | -10% | -28% | / | -1 | -5%

Reformatted as comma-separated lines: five of the compounds above.
smiles,AMA1 RON2 block,HCV inh,AmpC detergent,AmpC inh no detg,LmPK inh,HCMV antiviral,TbPYK inhibitor
COc1ccc(N(C(=O)COc2cccc(C)c2)S(=O)(=O)c2ccc(C)cc2)cc1,-7%,3%,0%,-12%,1%,-8,1%
CCC(C)(CC(=O)O)CC(=O)Nc1cc(C(F)(F)F)cc(C(F)(F)F)c1 (stereo not drawn),10%,-3%,-12%,-18%,0%,19,5%
O=C(CCS(=O)(=O)c1cccc2nonc12)N1CCN(c2ccc(F)cc2)CC1,0%,10%&11%,1%,10%,1%,-14,-4%
CCn1c2ccccc2c2cc(/C=N/n3cn[nH]c3=S)ccc21,16%,11µM*,-13%,-37%,-30%,-31,?
N/C(=N\OC(=O)CSc1ccccc1)c1ccc([N+](=O)[O-])cc1,-19%,5%,1%,-28%,1%,29,-14%

Further entries:
SMILES | AMA1 RON2 block | HCV inh | AmpC detergent | AmpC inh no detg | LmPK inh | HCMV antiviral | TbPYK inhibitor
CCC(C)NC(=O)c1cccc(NC(=O)c2nsc3ccccc23)c1 (stereo not drawn) | / | / | 20% | / | / | 69 | 0%
CN1C(=O)C(O)(CC(=O)/C=C\c2ccc3c(c2)OCO3)c2ccccc21 (stereo not drawn) | -5% | -11% | -3% | -1% | 3% | 30 | -2%
C(=N\N1CCN(c2ccccn2)CC1)/c1ccco1 | -14% | 11% | -7% | -16% | -9% | -24 | 0%
Cc1cc(C)nc(N/N=C/c2ccco2)n1 | 37%[activator] | 4% | -5% | -12% | -12% | 28 | 3%
COc1ccc(C(O)c2nc(-c3ccc(Cl)cc3)cs2)cc1 (stereo not drawn) | 10% | / | / | / | / | -18 | -1%
COc1ccc(C(=O)Cc2cc3ccccc3oc2=O)cc1 | 8% | 0% | ? | -18% | -1% | -3 | 0%
COc1ccc(OC)c(NC(=O)c2ccc(-c3nc(COc4ccccc4)c(C)o3)cc2)c1 | / | / | -3% | / | / | -13 | 4%
COc1ccc(CN2CCOCCOCCN(Cc3ccc(OC)cc3)CCOCCOCC2)cc1 | -2% | ? | -6% | 82%[activator] | 2% | -27 | 6%
COCCn1cc(C(=S)N2CCOCC2)c2ccccc21 | 11% | 3% | -5% | 2% | 9% | 15 | /
Cc1ccc(NC(=O)CN(C)CC(=O)Nc2ccc(N3CCOCC3)cc2)c(C)c1 | 28% | 17% | -5% | 46% | 4% | -30 | -2%
COc1cc(C2(C)SCCCS2)cc(OC)c1OC | -6% | / | / | / | / | 0 | -1%
O=C(NCCc1ccncc1)C(F)(F)F | -10% | 8% | ? | -18% | -2% | 64 | 4%
O=C(CCCOc1ccccc1)Nc1ccncc1 | -13% | -2% | ? | -10% | -1% | -19 | -8%
C/C(=N\Nc1nc(C)cc(-c2ccccc2)n1)c1ccc(O)cc1 | 24% | 11µM* | ? | -24% | 4% | -89* | 5%
Nc1c(S(=O)(=O)c2ccccc2)c2nc3ccccc3nc2n1C1CC1 | -6% | 20% | ? | -10% | -18% | / | -9%
COc1cc(Cl)c(C)cc1NC(=O)CSc1nnc(-c2ccco2)n1CC(C)C | -19% | ? | -16% | 116%[activator] | -2% | 22 | ?
O=C(OCCO)c1c(C2=CCCCC2)oc2c1C(OCCO)CCC2 (stereo not drawn) | -7% | / | / | / | / | -1 | -2%
CCCCN(C(=O)CCN1C(=O)C2CC=CCC2C1=O)c1c(N)n(CCCC)c(=O)[nH]c1=O (stereo not drawn) | -5% | 7% | / | / | / | -13 | -4%
Cc1ccc(C)c(N2CCN(C(=O)Cn3nc(C)c4sc5ccccc5c4c3=O)CC2)c1 | / | / | 26% | / | / | 23 | -9%
O=C(/C=C1\NC2(CCCC2)Cc2ccccc21)N1CCOCC1 | -2% | ? | 1% | 66%[activator] | 0% | -23 | -7%
CC(=O)N/C(=C\c1ccccc1)C(=O)OCC(=O)c1ccc(F)cc1 | 25% | -5% | ? | -17% | / | -1 | -3%
COc1ccccc1CNC(=O)c1cn(C)c2ccc(S(=O)(=O)N3CCC(C)CC3)cc2c1=O | / | / | 0% | / | / | 7 | -1%
Cc1ccc(Sc2ncccc2C(=O)N(C)Cc2cccs2)c(C)c1 | -14% | -38% | -15% | 32% | 0% | 49 | 0%
CCOc1ccc(/C=C/C(=O)c2ccccc2)cc1 | 0% | -10% | 0% | -24% | 16µM* | 54 | -6%
O=C(COc1cccc2cccnc12)Nc1ccccc1 | -1% | 5% | 3% | -9% | -8% | ? | 4%
Cc1ccc(C(=O)Nc2ccc(S(=O)(=O)N3CCC(c4nc5ccccc5s4)CC3)cc2)cc1 | / | / | -1% | / | / | -7 | -1%
CCOc1ccc(-n2ccn(CC(=O)NCCc3ccccc3)c(=O)c2=O)cc1 | -6% | 20% | ? | -12% | / | -29 | 1%
O=C(COc1ccccc1)NNC(=O)COc1ccc([N+](=O)[O-])cc1 | 116%[activator] | -4% | 1% | -24% | 14% | ? | 2%
Cc1ccc(-c2nnc(SCC(=O)OC(C)C)n2N)cc1 | -15% | 1% | -9% | -3% | 0% | 19 | /
CN(Cc1ccccc1)CC1CCCN(CCc2ccccc2F)C1 (stereo not drawn) | -4% | ? | 1% | -3% | 1% | -14 | 2%
CN(C1=C(NC(=O)c2ccc(Cl)cc2)C(=O)c2ccccc2C1=O)c1ccccc1 | 10µM* | ? | -1% | -18% | -25% | 9 | -14%
CCN(c1cccc(C)c1)S(=O)(=O)c1cccc2nsnc12 | -9% | ? | ? | -4% | 2% | 7 | -7%
COC[C@@H]1CCCN1c1ccc2c(c1)O[C@H](COCc1ccccc1)CN([C@@H](C)c1ccccc1)S2(=O)=O | 14% | / | / | / | / | -10 | 1%
Cc1ccc(S(=O)(=O)NCCC(=O)Nc2ccc(Cl)c(Cl)c2)cc1 | -1%[2.32 µM] | 17% | -13% | -6% | 4% | 11 | -30%
COc1ccc(-c2cc3c(=O)n(CC(=O)NCc4ccc(Cl)cc4)ncn3n2)cc1 | 1% | 14% | 0% | -5% | -7% | 46 | 4%
CCN1CCN(S(=O)(=O)c2ccc(Cl)c(C(=O)N(CC)Cc3ccccc3)c2)CC1 | 6% | ? | -13% | 88%[activator] | / | -18 | -6%
O=c1nc(Nc2ccccc2)sc2ccc([N+](=O)[O-])cc12 | -10%[11.6 µM] | 18% | -10% | -21% | 3% | -11 | -4%
O=C(COC(=O)c1ccc2c(c1)S(=O)(=O)N=C1CCCCCN12)NCc1cccs1 | 9% | 3% | 12% | -7% | 11% | -3 | 4%
O=C(CNC(=O)C1CCCCC1)Nc1cc(Cl)ccc1Cl | -3% | 1% | 3% | -11% | 1% | -29 | -15%
Cc1ccc(C(=O)N2CCC(C(=O)NC3CCCCCC3)CC2)cc1 | -1% | 3% | 4% | 36% | 2% | 36 | -5%
Cc1csc(CNc2ncnc3ccc(-c4ccc5c(c4)OCO5)cc23)c1 | / | / | ? | -36%&-27% | / | -69* | 6%
Cc1cccc(N2CCN(c3c(CN4CCCC4)c(=O)oc4ccccc34)CC2)c1C | / | / | -7% | / | / | 22 | 0%
Cc1ccccc1Nc1nc(N)nc(CN2CCN(Cc3ccc4c(c3)OCO4)CC2)n1 | -3% | -6% | -1% | 17% | 9% | -39 | 1%
CCOc1ccc2[nH]c(=O)c(CN(Cc3ccc(F)cc3)C(=O)N3CCCC3)cc2c1 | 92%[activator] | -8% | ? | 0% | 4% | -8 | -6%
